Screens deposited in PubChem BioAssay by National Center for Advancing Translational Sciences (NCATS).
a7 integrin act: qHTS for Activators of Integrin-Mediated Alleviation for Muscular Dystrophy. alpha7betagal myoblasts, beta-gal FDG fluorescence, 48 h. Potency, µM (top dose mostly 38.3 µM), for inactives: at the highest dose activation, actives largely listed as activators. 0.064% of 350,000 active. AID 624291, 2012;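 also: potency is read from the fitted curve at half-maximal effect; 100% = response of the positive control SU9516; nearly all actives have a fitted effect of over 60% in size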
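alpha7betagal+/- myoblasts (passage 13, 250/well) treated 48 h at 37C with compounds at 1:260 dilution of DMSO stock. Lysed, then beta-galactosidase activity read as FDG fluorescence (ex 480/em 540) after 30 min, with pre-read for autofluorescence.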
TRPV1 agonist: HTS Assay for Compounds that Act as Agonists of the Vanilloid Receptor 1. activation, % at 8.33 µM. 0.19% of 320,000 active. Transient receptor potential cation channel subfamily V member 1 (Homo sapiens), Q8NER1. AID 540275, 2011. TRPV1-expressing cells, Fluo-8 calcium influx, agonist mode; in the data active = activation above about 80%; inconclusive = between about 30% and that limit; also: 0% is about no effect
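TRPV1-expressing cells were cultured overnight at 35.5C and loaded with Fluo-8 calcium dye for 40 to 90 min at room temperature. After a 10 s baseline, compound was added and calcium influx was read kinetically for 3 min (ex 480/em 520 nm).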
B2AR arrestin: qHTS assay of beta-arrestin-biased ligands of beta2-adrenergic receptor | beta-arrestin recruitment to beta2AR, cell-based reporter | Potency, µM (highest dose often 46.1 µM), for inactives: at the highest dose activation, actives largely listed as activators | 0.02% of 330,000 active;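 also: potency is read from the fitted curve at half-maximal effect; 0% = DMSO controls and full agonism = EC100 isoproterenol or metaproterenol; nearly all actives have a fitted effect of over 65% in size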
p53 reactivation: qHTS assay for re-activators of p53 using a Luc reporter; 0.063% of 320,000 active; H1299 p53-A138V BP100-luciferase reporter, luminescence, 24 h; Potency, µM (doses to about 92.2 µM), for the others: at the top dose activity change, positive = activation, usual class: activators; also: potency is read from the fitted curve at half-maximal effect; % of control where 0% means no effect; nearly all actives have a fitted effect of over 45% in size
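H1299 (p53-null), stable ts p53-A138V + BP100-Luc; 1000 cells/well, Opti-MEM/10% FBS; cpd 4 pt, 1:5; 24 h, 37 deg C, 5% CO2; detection reagent 10 min RT; luminescence.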
TCR activator: Activators of T cell receptors: qHTS campaign; primary human leukocytes, anti-CD3, IL-2 HTRF, 48 h; Potency, µM (doses to about 9.22 µM), for the others: at the highest dose activation of IL-2 secretion, usual class: activators; 330,000 tested, under 10 active; AID 504894, 2011; also: % of control where 0% means no effect
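1) Mix primary human leukocytes, a-CD3 beads and compound. 2) Incubate 48 hr. 3) Add HTRF IL-2 reagents (a-IL-2-K, a-IL-2-d2).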
MLL CXXC-DNA inh: qHTS Fluorescence Polarization Assay for Inhibitors of MLL CXXC domain - DNA interaction. MLL-CXXC / FITC-HOXA9 DNA fluorescence polarization. Potency, µM (titrated, usually from 115 µM), inactives show top-dose activity change, negative = inhibition, usual class: inhibitors. 0.037% of 290,000 active; active = well fitted inhibition curve with a large enough effect in the polarisation, with a control signal flat, not every such curve was filed as active; inconclusive = small, poorly fitted or top-dose-only effect, or effect the other way, or a change in a side signal; inactive = no such curve, though single readings can be large or run the other way; the % refers to the polarisation; also: potency is read from the fitted curve at half-maximal effect
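Fluorescence polarization: 7 uM MLL-CXXC (stock) preincubated 5 min with compounds, then 50 nM fluorescein-HOX-A9 DNA (stock) added; 30 min ambient. Buffer 50 mM Tris-HCl pH 7.5, 50 mM NaCl, 1 mM DTT, 0.05% BSA.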
PTAP TSG101 blk: qHTS Assay for Iinhibitors of HIV-1 Budding by Blocking the Interaction of PTAP/TSG101 | Tumor susceptibility gene 101 protein (Homo sapiens), Q99816 | Fluorescence polarization, FITC-PTAP peptide / Tsg101 binding | Potency, µM (series often up to 115 µM), without a hit: at the top dose activity change, negative = inhibition, most hits filed as inhibitors | 340,000 tested, under 10 active; active = well fitted inhibition curve with a large enough effect in the main read-out, with a control signal flat, not every such curve was filed as active; inconclusive = small, poorly fitted or top-dose-only effect, or effect the other way, or a change in a side signal; inactive = no such curve, though single readings can be large or run the other way; also: potency is read from the fitted curve at half-maximal effect; % of control where 0% means no effect
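Steps: Tsg101 binding domain dispensed (10 uM final), compounds pinned in DMSO, FITC-labeled PTAP-motif peptide added (50 nM final); after 20 min binding at room temperature, polarization measured.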
A-T KAP1 phos: qHTS Assay for Identifying a Potential Treatment of Ataxia-Telangiectasia; […] A-T fibroblasts, KAP-1 phosphorylation AlphaLISA; neocarzinostatin DNA damage 30 min before lysis; Potency, µM (top dose mostly 57.5 µM), inactives show at the top dose activation, most hits filed as activators; 0.19% of 320,000 active; AID 485349, 2010; also: potency is read from the fitted curve at half-maximal effect; % of control where 0% means no effect; nearly all actives have a fitted effect of over 45% in size
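ATM-like activity read as KAP-1 phosphorylation via AlphaLISA donor/acceptor antibody pairs after lysis and 6 hr at 25C. Cells were ATM-null patient fibroblasts ([…], hTERT), dosed 60 min, then exposed to the DSB inducer NCS for 30 min.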
BRCA1 expr up: qHTS Assay to Identify Small Molecule Activators of BRCA1 Expression; Potency, µM (highest dose often 46.1 µM), for the others: at the highest dose activation, most hits filed as activators; MCF7-BRCA1-FFLuc reporter, luminescence, 48 h; response scale: scaled: vehicle 0%, 10 µM genistein 100%; 1.1% of 380,000 active; also: potency is read from the fitted curve at half-maximal effect; nearly all actives have a fitted effect of over 80% in size; some results filed as inactive show a strong effect at the top dose
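Reporter cells (MCF7, BRCA1 promoter-firefly luciferase) received library compounds across a concentration series for 48 h. End-point luminescence was measured and concentration-effect curves derived after normalization.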
ELG1 repair inh: qHTS screen for small molecules that inhibit ELG1-dependent DNA repair in human embryonic kidney (HEK293T) cells expressing luciferase-tagged ELG1; Potency, µM (doses to about 46.1 µM), for inactives: top-dose activity change, negative = inhibition, actives largely listed as inhibitors; 2.3% of 330,000 active; AID 504467, 2011; HEK293T ELG1-luciferase reporter, luminescence, 16 h; DNA damage induced by 5-fluorouridine; also: potency is read from the fitted curve at half-maximal effect; % is scaled to controls: 0 for no effect and ±100 for the full control effect; nearly all actives have a fitted effect of over 55% in size
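In this reporter screen, reduction of luminescence relative to DMSO vehicle indicated activity. Compounds and 5-fluorouridine were added together to 2,000 cells per well, incubated for 16 hr at 37 °C, then developed with ONE-Glo.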
Numbers without * were called inactive; ? = inconclusive; · = no result given; [ ] = remark or other dose. Unless noted, calls follow the shape of the dose curve; as a rule, active = well fitted curve in the direction sought with a large enough effect; inconclusive = small, poorly fitted or top-dose-only effect, or another doubt; inactive = no such curve, though single readings can be large; an effect the other way counts as inactive or inconclusive.

no.	Molecule	a7 integrin act	TRPV1 agonist	B2AR arrestin	p53 reactivation	TCR activator	MLL CXXC-DNA inh	PTAP TSG101 blk	A-T KAP1 phos	BRCA1 expr up	ELG1 repair inh
1	Cc1cc(NC(=O)COC(=O)c2c(C)nn(-c3ccccc3)c2C)no1	-9.0%	0.3	-1.6%	-5.2%	-2.1%	0.1%	-9.4%	16.5%	-1.1%	?
2	COC(=O)c1ccc(NC(=O)NS(=O)(=O)c2ccc(C)cc2)cc1	-7.1%	-2.8	0.0%	1.2%	2.8%	-1.4%	-6.6%	1.9%	22.4%	17.7%
3	COC(=O)CSc1nc2ccccn2c(=O)c1C=O	14.3%	4.3	-0.1%	20.1%	·	0.6%	-3.8%	2.1%	3.6%	?
4	O=C(c1sc2ccccc2c1Cl)N1CCN(CCc2ccccn2)CC1	2.6%	3.1	-0.2%	·	2.7%	6.1%	-2.1%	-4.5%	-15.3%	0.0%
5	O=C(NCCN1CCCCC1)Nc1ccc(F)c(Cl)c1	-12.3%	11.0	-0.3%	?	·	2.1%	·	-8.5%	-1.8%	?
6	O=C(O)c1ccc(N/N=C/c2ccc3ncccc3c2)cc1	4.3%	-1.0	-0.2%	-14.8%	3.2%[46.1 µM]	7.5%	0.3%	0.3%	-67.3%[inhibitor]	?
7	CCc1ccc(NC(=O)C(C)OC(=O)/C=C/c2cccc([N+](=O)[O-])c2)cc1 (stereo unspecified)	6.3%	-0.7	-1.4%	5.5%	-2.0%[46.1 µM]	7.8%	-2.7%	-6.6%	15.9%	-1.4%
8	CSc1ccc(/C=C/C(=O)OCC(=O)NC2CC2)cc1	-19.7%	?	-0.6%	4.0%	5.9%	·	0.4%	1.7%	5.1%	?
9	O=C(c1cc2cc(Br)ccc2o1)N1CCOCC1	2.8%	?	-0.9%	10.2%	1.5%	-0.9%	0.0%	-1.3%	?	?
10	Cc1c2c(nc3c(C)cccc13)OC(C)C2 (stereo unspecified)	39.5%	9.2	4.1%	5.8%	1.0%[46.1 µM]	-3.8%	-3.9%	2.9%	11.2%	-3.5%
11	COc1ccccc1-c1sc2ccccc2c1-c1ccc(OCCN2CCOCC2)cc1	-4.3%	·	-0.4%	-4.6%	6.2%[46.1 µM]	·	-0.5%	-5.9%	-0.1%	-10.9%
12	c1ccc2c(c1)CCNC2c1ccncc1 (stereo unspecified)	21.6%	-2.0	-0.8%	-5.9%	-3.0%	0.5%	1.2%	-2.5%	-28.6%	?
13	CCOC(=O)c1ccc(NC2c3ncccc3C(=O)N2Cc2ccc(F)cc2)cc1 (stereo unspecified)	-0.3%	?	0.0%	-1.3%	0.3%	1.6%	-3.9%	4.3%	4.7%	1.3%
14	O=C(O)/C=C/C(=O)Nc1ccc(SC(F)(F)F)cc1	3.9%	0.8	1.8%	-3.0%	15.8%	-2.3%	-2.8%	-5.4%	11.0%	0.0%
15	COc1cc(C=O)ccc1OCCOCCOc1ccc(Cl)cc1Cl	1.4%	·	·	·	1.8%	·	-1.7%	·	-13.5%	·
16	CCC(C(=O)NCc1ccco1)n1nc(C)n2c(cc3occc32)c1=O (stereo unspecified)	-11.9%	2.8	0.0%	1.9%	3.3%	-10.1%	-3.6%	-13.1%	-4.8%	15.5%
17	COC(=O)CSc1nc(C)c2ccc(OC)cc2n1	10.9%	1.5	-1.0%	?	-2.3%[46.1 µM]	-10.9%	0.3%	-3.7%	5.0%	?
18	CCOC(=O)N1CCN(CCC(=O)Nc2cc(C)ccc2OC)CC1	9.8%	-3.9	0.3%	-2.7%	12.9%	4.7%	-1.6%	-1.4%	-0.9%	4.8%
19	CCOC(=O)c1sc(NC(=O)CSc2nc3c(cc2C#N)CCCCC3)c(C#N)c1C	1.6%	-0.1	0.0%	?	-8.0%	-2.1%	6.5%	-1.0%	42.8%	?
20	CCCN1CCN(C(=O)c2ccc(-c3ccc([N+](=O)[O-])cc3)o2)CC1	-37.8%	0.2	-1.0%	-3.5%	-0.7%	·	1.2%	-1.4%	-30.0%	16.7%
21	O=C(CSc1ccncc1)Nc1ccc2ccccc2c1	-27.2%	?	0.2%	-3.5%	-4.0%	3.3%	-5.2%	-4.3%	18.0%	1.3%
22	O=C(Cn1cnc2cc([N+](=O)[O-])ccc2c1=O)NCCc1ccc(F)cc1	-25.9%	-1.0	0.3%	2.7%	1.1%	9.4%	-3.3%	-5.7%	-31.8%	-9.7%
23	O=[N+]([O-])c1cc(N=Nc2ccc3ccccc3c2)ccc1O	?	-2.5	0.7%	·	-5.0%	-11.7%	-2.7%	1.2%	?	?
24	NC(=O)Cc1ccc(C(=O)c2ccccc2)s1	29.5%	2.6	-0.1%	1.0%	-8.9%	3.5%	-8.5%	-0.5%	38.7%	?
25	CC(C)(C)OC(=O)N[C@H]1C=C[C@H](OC(=O)CC(=O)OCC(F)(F)F)C1	16.7%	·	6.6%	4.3%	-1.5%[46.1 µM]	·	-1.5%	9.7%[11.5 µM]	8.9%	?
26	O=C(NCC1CCCCC1)C1CCC(=O)N(CCc2cccc(F)c2)C1 (stereo unspecified)	-16.9%	7.3	-0.5%	11.5%	-1.8%	29.1%	-5.9%	-0.5%	-8.4%	9.2%
27	CCc1ccccc1Nc1nc(N)nc(COC(=O)C2CCN(C(=O)c3ccc(F)cc3)CC2)n1	-3.8%	1.8	0.1%	-4.0%	5.3%	·	0.6%	4.0%	-6.1%	-11.8%
28	COC(=O)c1cc(C#N)c(NCc2ccc(Cl)cc2Cl)nc1C	0.6%	1.8	-2.1%	3.5%	-0.6%	15.2%	-1.8%	0.3%	-10.7%	16.3%
29	CCOC(=O)c1c(NC(C)=O)sc2c(OCC(O)CNC(C)(C)C)c(Br)ccc12 (stereo unspecified)	-70.2%[inhibitor]	5.4	0.3%	3.0%	-1.0%	-2.7%	-6.3%	2.0%	-88.8%	5.3%
30	FC(F)(F)C(Oc1nc(NC2CCCCC2)nc(N2CCOCC2)n1)C(F)(F)F	-4.5%	1.5	-0.5%	15.6%	1.3%	9.0%	-6.9%	-3.0%	-22.4%	?
31	CCOc1cccc2sc(N(CCCN(C)C)C(=O)c3ccc(S(=O)(=O)N(C)Cc4ccccc4)cc3)nc12	-50.7%[inhibitor]	13.2	0.1%	?	1.0%	-1.5%	-1.0%	0.0%	-71.4%	2.2%
32	CCOc1ccc(N(Cc2ccc(C(=O)O)cc2)S(=O)(=O)c2ccc(C)cc2)cc1	1.5%	-0.4	0.0%	-19.0%	·	?	-0.8%	-13.7%	-82.5%	0.3%
33	C/C(CC(=O)Nc1cc(C)ccn1)=N\NC(=O)C(=O)NC(C)C	-21.2%	1.0	-1.1%	2.0%	4.8%	-4.2%	-16.8%	2.1%	-5.0%	14.0%
34	Cc1ccc(-n2nc3c(c2NC(=O)c2ccc4c(c2)OCO4)CS(=O)(=O)C3)cc1C	-13.0%	3.0	0.2%	-16.5%	1.3%	3.9%	·	8.2%	-0.2%	-22.0%
35	CCCCN(CC)S(=O)(=O)c1ccc(C(=O)Nc2nnc(CSC)o2)cc1	-10.3%	-3.6	-0.6%	23.1%	-1.9%	6.0%	0.1%	-6.7%	-69.2%	?
36	COc1ccc(C(=O)O/N=C(\N)c2ccccn2)cc1	15.0%	?	-0.4%	-14.0%	2.6%	4.3%	3.0%	0.7%	?	?
37	Cc1cn2nc(N)c3ccccc3c2n1	-4.6%	0.0	-0.8%	0.2%	3.9%	5.2%	-1.9%	2.6%	18.6%	-21.3%
38	CCOc1ccc(C2C([N+](=O)[O-])=C(C)N(C)C(=O)N2C)cc1OC (stereo unspecified)	4.6%	-2.0	-0.7%	1.4%	1.0%	0.0%	-1.5%	4.2%	-38.8%	13.9%
39	O=C(NCC1CCCO1)c1ccc(-c2cccc(C(F)(F)F)c2)o1 (stereo unspecified)	?	?	-0.2%	-9.0%	2.2%	13.1%	-0.1%	16.9%	28.1%	-3.4%
40	Cc1ccc(S(=O)(=O)Cc2ccc([N+](=O)[O-])cc2)cc1	18.9%	12.4	-0.8%	·	·	3.3%	-1.7%	-3.0%	1.2%	-1.0%
